TEAD-YAP inh: TEAD-YAP interaction inhibition | HEK-TIYL cells, TEAD-Gal4/YAP UAS-luciferase luminescence | inhibition, % at 9.12 µM | 1.4% of 640,000 active | AID 1259422; in the data active = inhibition above about 32%;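 note: 0% = median of test compound wells and 100% = reference inhibitor wells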
MITF primary: human MITF inhibition, primary screen; O75030; AlphaScreen MITF homodimerization, bead proximity signal; inhibition, % at 2.6 µM; 0.91% of 650,000 active; in the data active = inhibition above about 50%;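 note: 0% = vehicle wells with protein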
Target sequence (O75030 whole entry, looked up): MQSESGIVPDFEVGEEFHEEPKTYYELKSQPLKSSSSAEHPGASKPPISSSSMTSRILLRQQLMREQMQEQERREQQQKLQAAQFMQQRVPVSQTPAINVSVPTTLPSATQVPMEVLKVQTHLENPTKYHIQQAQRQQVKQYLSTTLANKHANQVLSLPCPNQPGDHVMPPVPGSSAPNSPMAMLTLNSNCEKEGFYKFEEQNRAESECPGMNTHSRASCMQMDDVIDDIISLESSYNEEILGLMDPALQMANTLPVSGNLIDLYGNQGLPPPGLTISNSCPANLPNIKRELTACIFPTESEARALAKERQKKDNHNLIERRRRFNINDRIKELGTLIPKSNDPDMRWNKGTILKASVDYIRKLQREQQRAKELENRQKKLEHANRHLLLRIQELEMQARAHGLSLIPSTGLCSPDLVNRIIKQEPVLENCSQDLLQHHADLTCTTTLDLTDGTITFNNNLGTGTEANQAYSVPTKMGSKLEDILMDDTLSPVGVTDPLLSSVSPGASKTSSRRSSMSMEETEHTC
FBW7 activator: human FBW7 E3 ligase activation, primary screen; AlphaScreen FBW7–phospho-cyclin E peptide binding, activator screen; 0.13% of 650,000 active; normalized activity (activation), % at 26.1 µM; in the data active = normalized activity above about 1.9%;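 note: purified mutant Fbw7 with reduced substrate affinity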
GPR151 ag: activators of human GPR151; AID 1508602; 1% of 650,000 active; PathHunter beta-arrestin GPR151 cells, luminescence; activation, % at 11.2 µM; in the data active = activation above about 4.9%;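 note: 0% = median of compound wells and 100% = cells with positive control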
Target sequence (Q8TDV0 whole entry, looked up): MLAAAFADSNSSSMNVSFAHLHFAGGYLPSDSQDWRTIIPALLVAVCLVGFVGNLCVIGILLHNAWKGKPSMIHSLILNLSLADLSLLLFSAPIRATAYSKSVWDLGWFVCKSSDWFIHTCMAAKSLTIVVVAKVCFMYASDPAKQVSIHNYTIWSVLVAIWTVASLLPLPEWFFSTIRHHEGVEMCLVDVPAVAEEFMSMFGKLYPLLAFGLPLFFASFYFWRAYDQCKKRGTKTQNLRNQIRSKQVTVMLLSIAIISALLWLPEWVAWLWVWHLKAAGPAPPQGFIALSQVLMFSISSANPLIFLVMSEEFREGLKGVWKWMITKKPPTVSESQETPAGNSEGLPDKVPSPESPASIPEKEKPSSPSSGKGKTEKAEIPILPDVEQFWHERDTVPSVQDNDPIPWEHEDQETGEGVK
Active calls of the source: *.

entry	mol	TEAD-YAP inh	MITF primary
1	N#CC1=C(N)n2ncnc2NC1c1cccc([N+](=O)[O-])c1 (centres undefined)	0	-2
2	Cc1cccc(C(=O)Nc2sc3c(c2C(=O)N2CCN(C)CC2)CCCCC3)c1	0	16
3	O=C(Nc1ccc(-c2n[nH]c(=S)o2)cc1)c1ccccc1Cl	-16	-14
4	COc1ccc(S(=O)(=O)N2CCN(Cc3c(F)cccc3F)CC2)cc1	-5	-1
5	CCN(CC)CCCOC(=O)c1ccc(OC)c(O)c1	14	-13
6	CN(c1cc(=O)n2ccccc2n1)C1CCCCC1	-30	-5
7	Cn1c(=O)cc(NCc2ccccc2)[nH]c1=O	0	-17
8	Cn1nccc1Nc1ccc(-n2cc(CC(=O)NCCCN3CCCC3=O)c3ccccc32)nn1	7	-10
9	O=C(NCCOc1ccccc1Cl)C(=O)Nc1cccc(C(F)(F)F)c1	0	5
10	Cn1c(SCC(N)=O)nnc1-c1ccccc1O	5	0
11	CC(C)(C)n1nc2c(c1NC(=O)c1cccs1)CS(=O)(=O)C2	-5	-8
12	CN1CCN(Cc2cn[nH]c2-c2ccc(Cl)cc2)CC1CCO (centres undefined)	8	3

entry	FBW7 activator	GPR151 ag
1	-0.1	0.6
2	0.0	0.6
3	0.2	-4.8
4	-0.1	-0.4
5	0.0	-0.3
6	0.0	-0.1
7	-0.4	-1.3
8	0.0	-0.5
9	0.1	1.2
10	0.5	1.8
11	-0.1	1.0
12	-0.1	0.5

Next section.
entry	mol	TEAD-YAP inh	MITF primary
13	Cc1ccccc1C(=O)Nc1cccc(Br)c1	-50	-4
14	CC(C)(C)C(=O)/C=C/Nc1ccc(F)cc1F	-2	12
15	O=C(Nc1ccc(N2CCOCC2)c(Br)c1)C1CC1	-7	0
16	COC(=O)C1=C(C)NC(=O)/C1=C\c1cc(C)n(-c2ccc(OC)c(Cl)c2)c1C	0	7
17	COCCCNC(=O)c1ccc(CS(=O)(=O)c2ccccc2C)o1	0	9
18	C/C(N)=C(/C#N)C(=O)COC(=O)/C=C/c1ccc2c(c1)OCO2	6	6
19	COC(=O)c1ccc(C(=O)Nc2ccc(-c3nc4cc(NC(=O)c5ccc(C(=O)OC)cc5)ccc4o3)cc2)cc1	-7	-14
20	O=C(NNC(=S)Nc1ccc(F)cc1)c1ccc(O)cc1	-51	11
21	COc1cccc(-c2nnc(SCc3ccc(F)cc3)n2N)c1	-19	5
22	COc1ccc(-c2ocnc2C(=O)N2CCCC(C(N)=O)C2)cc1 (centres undefined)	1	12
23	COc1ccccc1/C=N/Nc1nc(-c2ccccc2)cc(=O)[nH]1	50*	1
24	C=CCn1c(SCC(=O)NCc2cccnc2)nc2sc(C)c(C)c2c1=O	-2	6

entry	FBW7 activator	GPR151 ag
13	0.1	-1.2
14	0.9	-1.2
15	0.0	-0.2
16	-0.1	-0.5
17	0.4	-0.4
18	0.0	-1.1
19	-0.1	2.3
20	0.2	-0.4
21	0.1	-1.0
22	0.0	-0.6
23	0.0	-0.6
24	0.1	-0.1

Next section.
entry	mol	TEAD-YAP inh	MITF primary
25	CC(=O)Nc1ccc(C(=O)NNC(=O)c2cccc(Br)c2)cc1	-2	-3
26	CCOC(=O)C1=C(N)N(c2ccc(Cl)cc2)C2=C(C(=O)CCC2)C1c1ccc(SC)cc1 (centres undefined)	-5	4
27	COc1ccc2cc3c(nc2c1)OCC3	-13	2
28	NC(=O)CN1CCN(CC(=O)Nc2ccc(F)cc2)CC1	11	12
29	Cn1ccc(C(=O)NCC2CCC3(CCN(Cc4ccc5c(c4)OCCO5)CC3)O2)n1 (centres undefined)	4	12
30	O=S(=O)(Cc1cccc(Cl)c1)NCC(c1ccco1)N1CCc2ccccc2C1 (centres undefined)	-4	2
31	OCCC1CN(C/C=C/c2ccc(F)cc2)CCN1Cc1cccs1 (centres undefined)	-4	7
32	CC(C)CC(NC(=O)/C(=C/c1ccccc1F)NC(=O)c1ccccc1)C(=O)O (centres undefined)	-3	6
33	COc1ccc(CCNC(=O)c2cnc(Nc3cnccn3)s2)cc1	-7	-9
34	CN(C)/C=C/C(=O)c1cc2ccccc2oc1=O	-6	2
35	CC(C)OC(=O)c1ccc(NS(=O)(=O)c2ccc3ccccc3c2)cc1	2	14
36	Cc1ccc(C)c2c1NS(=O)(=O)c1ccccc1-2	0	-14

entry	FBW7 activator	GPR151 ag
25	-0.1	0.2
26	0.0	0.5
27	-0.1	1.2
28	-0.1	-1.4
29	-0.2	-0.3
30	0.3	-0.3
31	0.3	2.0
32	0.0	-0.6
33	-0.1	-1.5
34	0.0	0.8
35	0.7	-1.2
36	0.0	0.8

Next part.
entry	mol	TEAD-YAP inh	MITF primary
37	Cc1cccc(OCC(=O)Nc2ccc(NC(=O)c3ccco3)cc2)c1C	-13	7
38	CN1CCCN(C(=O)C2CC23CCN(Cc2ccc(OCc4ccccc4)cc2)CC3)CC1 (centres undefined)	9	3
39	CCOC(=O)Nc1ccc2c(COC(=O)c3c(C)noc3C)cc(=O)oc2c1	9	16
40	Cc1ccc(NS(=O)(=O)c2ccc([N+](=O)[O-])cc2)cc1[N+](=O)[O-]	-1	18
41	Cc1nc2sc3c(c2c2nnc(SCC(=O)c4ccccc4)n12)CCCC3	-2	-40
42	C1C2CC3CC1CC(C2)C3Nc1nc2nonc2nc1NC1C2CC3CC(C2)CC1C3 (centres undefined)	7	-1
43	O=C(O)CN1C(=O)/C(=C/c2ccc(I)o2)SC1=S	-2	55*
44	CCOC(=O)c1c(NC(=O)CSc2nnc(CNC(=O)c3ccc(OC)c(OC)c3)n2-c2cccc(C)c2)sc2c1CCC2	-7	-11
45	CCn1c(=N)c(C(=O)NCc2ccccc2)cc2c(=O)n3cc(C)ccc3nc21	-5	6
46	Cc1nc2sccn2c1-c1nc(-c2cccs2)cs1	0	-2
47	O=C(Nc1cc(C(=O)N2CCOCC2)ccc1N1CCCC1)c1ccccc1	7	-1
48	CCOC(=O)CN(Cc1cccs1)S(=O)(=O)c1ccc(Br)cc1	0	7

entry	FBW7 activator	GPR151 ag
37	0.7	-0.9
38	-0.1	-0.2
39	0.7	-1.4
40	0.2	0.3
41	-0.1	0.3
42	-0.1	3.4
43	-0.1	6.7*
44	-0.1	0.6
45	-0.1	-0.5
46	-0.2	1.0
47	-0.3	0.1
48	-0.1	-0.7

Further compounds follow:
entry	mol	TEAD-YAP inh	MITF primary
49	O=C(Nc1ccc(Cl)cc1F)C1CCCC1	-3	-39
50	Nc1nc2ccccc2n1Cc1ccc(Cl)c(Cl)c1	10	-8
51	CCCCOc1ccc(/C=C(/C#N)C(N)=S)cc1	7	1
52	CC(C)(C)C(=O)NC1CCN(C(=O)Nc2ccc(F)cc2)CC1	5	19
53	Cc1nc(N/N=C/c2ccccc2[N+](=O)[O-])cc(N2CCOCC2)n1	13	4
54	COCCCNS(=O)(=O)c1ccc(S(=O)(=O)N(C)C)cc1	0	7
55	Cc1cc(Cl)ccc1NCC(=O)N/N=C/C=C/c1ccccc1	-2	9
56	COc1ccc2nc(NC(=O)CSc3cc(=O)n(C)c4ccccc34)sc2c1	3	7
57	O=C(CCC(=O)c1ccccc1)Nc1ccc(-c2ccn[nH]2)cc1	-7	-5
58	CCOC(=O)C1=C(C)NC(=O)NC1c1ccc(OCC(=O)OC)cc1 (centres undefined)	-3	2
59	CCOc1cc(/C=N/O)cc(I)c1OCC(=O)O	-6	-9
60	COc1ccc(N2CC(CNC(=O)COc3ccc(C(C)C)cc3)OC2=O)cc1OC (centres undefined)	8	6

entry	FBW7 activator	GPR151 ag
49	1.3	0.0
50	0.0	2.2
51	0.2	0.1
52	-0.1	0.4
53	-0.3	-0.9
54	0.0	-0.9
55	0.0	4.0
56	0.2	1.1
57	-0.2	0.5
58	0.2	0.7
59	0.1	-0.2
60	-0.1	-0.6

The list goes on.
entry	mol	TEAD-YAP inh	MITF primary
61	Cc1ccc(Cc2ccc(-c3nc(=S)[nH][nH]3)o2)cc1	-5	7
62	O=c1c2c(-c3ccc(Cl)cc3)csc2[nH]c(=S)n1Cc1ccccc1	13	-2
63	Cc1ccccc1NC(=O)Cn1nnc(C(N)=O)c1N	5	10
64	Cc1nc(NCc2ccco2)nc2c1C(=O)CC(C)C2 (centres undefined)	10	13
65	O=C(Nc1cccc2cccnc12)c1cccs1	-20	2
66	COc1cccc(/C=N/NC(=O)CC(=O)NC(C)C)c1O	9	17
67	CC(=O)c1c(C)[nH]c(C(=O)OCC(=O)N2c3ccccc3NC(=O)C2(C)C)c1C	1	0
68	O=C(NCCn1ncc2c(N3CCCCCC3)ncnc21)C1CCCC1	-3	5
69	Cc1noc(C)c1CC(=O)N1CCOc2ccc(C(O)c3ccccn3)cc2C1 (centres undefined)	-4	8
70	CCN(CC)C(=O)/C(=C/c1ccc(-c2ccc(Br)cc2)o1)NC(=O)c1ccc(C)cc1	4	13
71	Cc1c(Cl)cccc1-c1ccc(C(=O)NC(C)C23CC4CC(CC(C4)C2)C3)o1 (centres undefined)	3	-1
72	N#C/C(=C\c1ccc([N+](=O)[O-])o1)c1nc(C2CC2)cs1	13	-18

entry	FBW7 activator	GPR151 ag
61	0.0	-1.2
62	0.1	0.1
63	-0.1	0.1
64	0.2	1.4
65	-0.1	-0.6
66	0.1	0.6
67	0.0	-0.8
68	-0.2	-0.5
69	0.0	0.0
70	-0.1	-1.3
71	0.1	3.3
72	-0.1	0.6

Further results:
entry	mol	TEAD-YAP inh	MITF primary
73	CN(Cc1ccsc1)Cc1ccc(C(=O)NCc2nc3ccccc3s2)c(=O)[nH]1	-8	0
74	COc1ccc(/C=C/C(=O)N2CCN(C/C=C/c3ccccc3)CC2)cc1OC	1	-3
75	O=C(Nc1cc(Oc2ccc3oc4c(c3c2)CCCC4)cc([N+](=O)[O-])c1)c1nn2c(C(F)(F)F)cc(-c3ccccc3)nc2c1Cl	3	16
76	COc1ccc(C2=NOC(C(=O)Nc3cc(Br)ccc3O)C2)cc1 (centres undefined)	-7	8
77	S=C(NCCn1cc(Br)cn1)Nc1ccc2c(c1)OCO2	-1	11
78	COc1ccc(CCNC(=O)CCn2c(SCC(=O)Nc3ccc(F)cc3)nc3cc4c(cc3c2=O)OCO4)cc1OC	-3	3
79	O=C(c1ccco1)N1CCN(C(=O)c2ncoc2-c2ccccc2F)CC1	3	16
80	CC1CN(C(=O)c2ccc([N+](=O)[O-])o2)CC(C)O1 (centres undefined)	14	3
81	COC(=O)c1ccc(N/C=C\C(=O)c2ccc(F)cc2)cc1	-14	-18
82	Cn1c(=O)c2c(ncn2CC(=O)Nc2ccc(Cl)c([N+](=O)[O-])c2)n(C)c1=O	-7	3
83	O=C(CN1C(=O)S/C(=C\c2cc3c(cc2Cl)OCO3)C1=O)N1CCOCC1	2	12

entry	FBW7 activator	GPR151 ag
73	-0.1	0.4
74	0.0	1.8
75	0.4	0.1
76	-0.1	0.2
77	0.0	1.1
78	0.0	1.3
79	0.3	-0.9
80	0.0	0.4
81	0.1	-1.0
82	-0.3	1.3
83	0.1	0.7

Of the compounds above, 14 contain a Cl atom:
entry	mol	TEAD-YAP inh	MITF primary
3	O=C(Nc1ccc(-c2n[nH]c(=S)o2)cc1)c1ccccc1Cl	-16	-14
9	O=C(NCCOc1ccccc1Cl)C(=O)Nc1cccc(C(F)(F)F)c1	0	5
12	CN1CCN(Cc2cn[nH]c2-c2ccc(Cl)cc2)CC1CCO (centres undefined)	8	3
16	COC(=O)C1=C(C)NC(=O)/C1=C\c1cc(C)n(-c2ccc(OC)c(Cl)c2)c1C	0	7
26	CCOC(=O)C1=C(N)N(c2ccc(Cl)cc2)C2=C(C(=O)CCC2)C1c1ccc(SC)cc1 (centres undefined)	-5	4
30	O=S(=O)(Cc1cccc(Cl)c1)NCC(c1ccco1)N1CCc2ccccc2C1 (centres undefined)	-4	2
49	O=C(Nc1ccc(Cl)cc1F)C1CCCC1	-3	-39
50	Nc1nc2ccccc2n1Cc1ccc(Cl)c(Cl)c1	10	-8
55	Cc1cc(Cl)ccc1NCC(=O)N/N=C/C=C/c1ccccc1	-2	9
62	O=c1c2c(-c3ccc(Cl)cc3)csc2[nH]c(=S)n1Cc1ccccc1	13	-2
71	Cc1c(Cl)cccc1-c1ccc(C(=O)NC(C)C23CC4CC(CC(C4)C2)C3)o1 (centres undefined)	3	-1
75	O=C(Nc1cc(Oc2ccc3oc4c(c3c2)CCCC4)cc([N+](=O)[O-])c1)c1nn2c(C(F)(F)F)cc(-c3ccccc3)nc2c1Cl	3	16
82	Cn1c(=O)c2c(ncn2CC(=O)Nc2ccc(Cl)c([N+](=O)[O-])c2)n(C)c1=O	-7	3
83	O=C(CN1C(=O)S/C(=C\c2cc3c(cc2Cl)OCO3)C1=O)N1CCOCC1	2	12

entry	FBW7 activator	GPR151 ag
3	0.2	-4.8
9	0.1	1.2
12	-0.1	0.5
16	-0.1	-0.5
26	0.0	0.5
30	0.3	-0.3
49	1.3	0.0
50	0.0	2.2
55	0.0	4.0
62	0.1	0.1
71	0.1	3.3
75	0.4	0.1
82	-0.3	1.3
83	0.1	0.7
